M4 antag – CHRM4 antagonism in calcium assay | inhibition, % at 3 µM | P08173 | CHO-hM4 cells, ACh EC80, Fluo-8 calcium fluorescence | actives 0.73% (n = 360,000) | AID 624125;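 active = inhibition above its plate's cutoff, the mean inhibition of sample wells plus 3 SD, cut at about 27% in these data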;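 also: 0% = acetylcholine EC80 with DMSO and 100% = DMSO without agonist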
CRFBP-R2 agonist – agonists of human CRF-binding protein/CRF-R2 receptor complex. AID 588473. actives 0.46% (n = 350,000). activation, % at 13.2 µM. HEK293 CRF-R2/CRF-BP, calcium dye fluorescence (FLIPR); percent of saturating CRF peptide response;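 active = activation of at least 50%, plus an integration ratio under a set limit after plate pattern correction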;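 also: plate controls were neutral control wells without compound for no effect and CRF at EC100 for full effect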
CHRM5 PAM – positive allosteric modulators of human muscarinic M5 receptor; activation, % at 3 µM; CHO-K1 hM5, Fluo-8 calcium, ACh EC20 PAM; 0% = ACh EC20, 100% = ACh EC100; P08912; actives 0.3% (n = 360,000);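 active = activation above the run cutoff, the mean activation of all test compounds plus 3 SD, cut at about 18% in these data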
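Assay system: CHO-K1 hM5 cells / Incubation: Fluo-8 loading 80 min at 37 °C plus 30 min room temperature / Technique: Fluo-8 calcium dye fluorescence, kinetic read / Repeats: single replicate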
CHRM5 agonist – CHRM5 agonism in calcium assay; P08912; CHO-K1 hM5 cells, Fluo-8 calcium fluorescence; 0% DMSO wells, 100% maximal acetylcholine response; activation, % at 3 µM; actives 0.19% (n = 360,000);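 active = activation above the run's mean over test compounds plus 3 SD, cut at about 23% in these data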;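 also: signal is peak over basal fluorescence ratio across the kinetic read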
CHRM4 PAM – CHRM4 positive allosteric modulation; CHO-K1 hM4/Gqi5, Fluo-8 calcium fluorescence, ACh EC20; 0% = ACh EC20, 100% = maximal ACh; actives 0.4% (n = 360,000); activation, % at 3 µM;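 active = activation above its plate's cutoff, the mean activation of sample wells plus 3 SD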; also: some results filed as inactive read as strong as hits
M5 antag – CHRM5 antagonism in calcium assay; P08912; CHO-hM5 cells, Fluo-8 calcium fluorescence, ACh EC80; inhibition, % at 3 µM; actives 0.59% (n = 360,000); AID 624040;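 active = inhibition above a per-plate cutoff, the mean of that plate's test compounds plus 3 SD, cut at about 27% in these data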;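 also: 0% = acetylcholine EC80 with DMSO and 100% = DMSO without agonist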
M4 ag – agonists of human muscarinic M4 receptor (CHRM4); AID 624127; P08173; actives 0.14% (n = 360,000); CHO-K1 hM4/Gqi5, Fluo-8 calcium fluorescence; vehicle 0%, full acetylcholine response 100%; activation, % at 3 µM;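 active = activation above the run mean over all test wells plus 3 SD, cut at about 32% in these data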;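 also: peak over basal fluorescence ratio per well then scaled between controls; 0% = DMSO wells and 100% = acetylcholine at EC100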
CRFBP-R2 block – CRF-BP/CRF-R2 complex antagonism; inhibition, % at 11.8 µM; actives 0.59% (n = 350,000); AID 588475; HEK293 CRF-R2/CRF-BP, CRF-induced calcium fluorescence;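 active = inhibition of the ligand-induced calcium signal above about 50% at the single tested concentration, limit read from the data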
IDE inh – cellular human IDE inhibition; HEK cells, FAbetaB cleavage, fluorescence polarization; inhibition, % at 5.59 µM; actives 0.41% (n = 320,000);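 active = percent inhibition above the average of all tested compounds plus 3 SD, set per screening campaign, cut at about 16% in these data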;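 also: IDE supplied by intact live HEK cells; FP after avidin binding of uncleaved biotin substrate so inhibition keeps polarization high; 0% = DMSO wells and 100% = 60 µM reference IDE inhibitor Ii1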
Target sequence (P14735 whole entry, looked up): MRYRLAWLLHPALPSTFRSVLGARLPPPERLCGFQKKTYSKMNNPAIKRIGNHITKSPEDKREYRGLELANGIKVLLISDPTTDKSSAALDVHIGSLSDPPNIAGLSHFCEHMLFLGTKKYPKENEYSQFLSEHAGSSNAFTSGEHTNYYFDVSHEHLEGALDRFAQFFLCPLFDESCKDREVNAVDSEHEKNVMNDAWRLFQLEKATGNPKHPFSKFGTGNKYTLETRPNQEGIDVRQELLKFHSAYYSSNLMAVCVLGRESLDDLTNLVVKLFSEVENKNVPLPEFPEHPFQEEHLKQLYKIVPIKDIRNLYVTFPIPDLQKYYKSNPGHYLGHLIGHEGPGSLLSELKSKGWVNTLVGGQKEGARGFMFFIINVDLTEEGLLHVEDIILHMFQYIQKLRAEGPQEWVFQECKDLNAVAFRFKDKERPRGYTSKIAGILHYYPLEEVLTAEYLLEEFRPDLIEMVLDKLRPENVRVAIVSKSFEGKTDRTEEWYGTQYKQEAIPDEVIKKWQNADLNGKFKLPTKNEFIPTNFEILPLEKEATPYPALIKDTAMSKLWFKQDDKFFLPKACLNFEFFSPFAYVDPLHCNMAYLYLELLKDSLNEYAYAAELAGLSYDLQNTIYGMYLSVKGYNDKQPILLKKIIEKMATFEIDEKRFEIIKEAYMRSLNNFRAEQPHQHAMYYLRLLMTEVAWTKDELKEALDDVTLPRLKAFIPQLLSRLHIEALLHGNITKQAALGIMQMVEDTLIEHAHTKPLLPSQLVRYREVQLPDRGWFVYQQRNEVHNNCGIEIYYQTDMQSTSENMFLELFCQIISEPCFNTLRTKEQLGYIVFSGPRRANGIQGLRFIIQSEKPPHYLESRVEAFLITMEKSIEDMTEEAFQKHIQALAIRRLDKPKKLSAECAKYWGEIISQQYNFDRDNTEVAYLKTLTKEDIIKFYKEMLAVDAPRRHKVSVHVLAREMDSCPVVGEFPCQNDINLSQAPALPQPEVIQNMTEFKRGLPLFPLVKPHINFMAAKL
The depositor's hits bear a star; nt = not tested or not shown. Random draw from the library (roughly 2.9% active in at least one column).

The first two compounds (preview)
SMILES	M4 antag	CRFBP-R2 agonist	CHRM5 PAM	CHRM5 agonist	CHRM4 PAM	M5 antag	M4 ag	CRFBP-R2 block	IDE inh
COc1ccccc1-n1c(SCC(=O)Nc2ccc3c(c2)OCO3)nc2c(c1=O)SCC2	-3	-0.1	2	0	10	1	1	29	11
c1csc(COc2ccccc2CNC2CCCCC2)c1	4	-1.0	-5	-6	-5	8	3	-12	-1

The listing, repeating the preview:
SMILES	M4 antag	CRFBP-R2 agonist	CHRM5 PAM	CHRM5 agonist	CHRM4 PAM	M5 antag	M4 ag	CRFBP-R2 block	IDE inh
COc1ccccc1-n1c(SCC(=O)Nc2ccc3c(c2)OCO3)nc2c(c1=O)SCC2	-3	-0.1	2	0	10	1	1	29	11
c1csc(COc2ccccc2CNC2CCCCC2)c1	4	-1.0	-5	-6	-5	8	3	-12	-1
O=C(CSc1nc2ccccc2c(=O)n1-c1ccc(F)cc1F)Nc1ccc2c(c1)CCC2	-2	1.9	4	1	2	-4	1	-17	7
Cc1ccccc1NC(=O)CSc1nnc(-c2ccccn2)o1	8	0.9	2	-3	-7	4	1	-5	5
COc1ccc(NC(=O)c2cc3c(s2)CCC3)cc1S(=O)(=O)N1CCOCC1	2	-0.2	3	4	3	-4	3	-7	6
O=C(NCCN1CCN(S(=O)(=O)c2ccccc2)CC1)C(=O)Nc1ccc(F)cc1	12	-1.5	-3	0	2	14	2	7	0
CC/C(=N/Nc1cccc(Cl)c1)c1cnnc(SC)n1	-6	-1.7	-8	-2	4	16	0	-13	4
C[C@@H]1CN([C@@H](C)CO)C(=O)CCCn2nncc2CO[C@H]1CN(C)C(=O)Nc1cccc2ccccc12	-14	-0.3	6	-1	4	-8	0	-13	nt
CCOC(=O)c1[nH]c2ccc(C)cc2c1NC(=O)CN1CCCCC1	3	-0.8	3	-7	6	1	0	-9	1
CCOC(=O)N1CCC(N2C(=O)c3ccccc3C2Nc2cc(C(=O)OC)cc(C(=O)OC)c2)CC1 (stereo unspecified)	-21	-0.8	-9	-1	6	2	2	-11	4
O=C1C=C(c2ccc(F)cc2OCc2ccccc2)C[C@@H](c2ccc(F)cc2)C1	-7	6.7	-2	0	12	4	1	-6	2
CCN(CC)c1ccc(C2NC(=O)NC(C)=C2C(=O)Nc2ccccc2)cc1 (stereo unspecified)	8	1.1	0	-7	-3	1	1	14	-4
O=C(CCc1ccccc1)N1CCN(S(=O)(=O)c2cccs2)CC1	0	0.6	-7	-1	-5	18	2	9	-5
Cc1ccc(NC(=S)NC2CC3CCCC(C2)N3Cc2cccs2)cc1 (stereo unspecified)	4	-3.0	-8	-3	-2	2	7	-10	3
CC1CCc2c(sc(NC(=O)CSc3ncn[nH]3)c2C#N)C1 (stereo unspecified)	17	0.4	-1	2	-9	0	5	1	-1
C=CCC[C@H](Cc1ccc(F)cc1)C(=O)OC[C@@H](Cc1c[nH]c2ccccc12)NC(=O)[C@@H](CC=C)CC(=O)N[C@H](CO)Cc1ccccc1	5	-1.0	-6	2	-4	17	2	3	-3
O=C(COC(=O)C1CCN(S(=O)(=O)c2ccc(Cl)c(C(F)(F)F)c2)CC1)NCc1ccco1	-13	1.1	7	3	4	-8	1	16	-3
Cc1ccc(N(C(=O)c2cnccn2)C(C(=O)NC2CCCCC2)c2ccc(O)cc2)cc1 (stereo unspecified)	7	-0.5	-16	3	3	19	13	-10	2
CN(CC(=O)Nc1sccc1C#N)C1CCCCC1	-3	4.2	-3	-4	-2	-1	0	-19	5
CC(Oc1ccc(Cl)cc1Cl)c1ccnc2nc(N3CCOCC3)nn12 (stereo unspecified)	-7	2.5	-8	-4	-7	1	3	2	4
O=C(Nc1ccno1)Nc1ccc(Cl)cc1Cl	4	-1.4	-13	4	-26	7	17	-9	1
Cn1c(=O)c([N+](=O)[O-])c(Oc2ccccc2)c2ccccc21	9	-5.9	5	3	-1	-2	2	20	nt
COC(=O)c1cc(=O)n(-c2ccc(F)cc2)c(=Nc2ccc(F)cc2)s1	-11	1.3	9	-5	3	-1	-1	23	1
O=C1CCC(C(=O)Nc2cc(C(F)(F)F)ccc2-n2cncn2)=NN1	5	2.5	0	4	1	-2	0	5	0
CCn1c(SCC(=O)NCc2ccccc2)nc2ccccc2c1=O	1	0.3	-4	3	-1	0	1	-4	1
COc1ccc(Cl)cc1C(=O)Nc1ccc(S(=O)(=O)N2CCCC2)cc1	-4	1.1	-5	1	4	4	-1	-5	3
O=C1CCCc2sccc2N1	-2	1.6	-6	2	7	4	1	-5	-2
CCOc1ccc(-c2cnc(SCC(N)=O)nc2N)cc1	-11	1.0	3	-2	16	-5	1	-12	2
CC/C(=N\NC(=O)c1c(-c2ccccc2)noc1C)c1ccc(C)o1	0	-0.8	-8	-5	0	6	-1	9	3
COc1ccccc1CN(C)C(=O)c1ccc(COc2ccccc2)cc1	-5	0.7	1	-1	-10	-11	6	-8	2
Cc1ccc(C(=O)N2CCCCC2C(=O)O)cc1S(=O)(=O)N1CCCCC1 (stereo unspecified)	-11	1.2	12	0	3	7	0	0	8
CCCNC(=O)c1cc(-c2ccc(OC)cc2)n(CCCOC)c1C	-11	-3.0	1	5	20	2	-2	2	3
O=C(NCc1ccccc1)C(c1ccccc1)N(Cc1cccs1)C(=O)c1cnccn1 (stereo unspecified)	23	-0.4	-17	2	-19	21	17	-11	-2
O=S1(=O)NC(CC2=CCCCC2)C2CCCCC2O1 (stereo unspecified)	-14	-3.4	-6	-11	2	-8	2	2	-1
Cc1cc(C)c(NC(=S)NCCCSC2CCCCC2)c(C)c1	-14	-4.0	1	-5	-6	-11	0	3	-3
COc1cccc(N2CCN(S(=O)(=O)c3ccc(-c4coc(C)n4)cc3)CC2)c1	-3	0.2	-9	-3	-1	4	4	6	5
C/C(=N\NC(=O)c1nc2ccccn2c1C)c1ccco1	-5	1.4	4	-1	2	-4	1	-14	1
CC(=O)c1cccc(S(=O)(=O)NC(C)C2CC3CCC2C3)c1 (stereo unspecified)	6	-0.1	-7	-3	0	13	1	-12	1
CCN(CC)S(=O)(=O)c1csc(C(=O)NCc2ccccc2)c1	-9	-3.6	-5	0	9	-3	2	11	3
CN1CCCC(C)(C(=O)Nc2ccc(-n3cccc3)cc2)C1 (stereo unspecified)	-19	nt	5	-2	8	-6	1	nt	nt
Cc1nc2ncnn2c(C)c1CCC(=O)N1CCN(C(=O)c2ccco2)CC1	-1	-0.6	5	1	6	-9	0	5	11
C1CC1C(=NN=C(C1CC1)C1CC1)C1CC1	-10	0.4	4	-2	6	16	1	-11	nt
Cc1c(/C=C/C(=O)c2ccccc2O)cnn1C	-12	-0.9	-1	5	3	-2	9	2	-1
O=C(Nc1cc([N+](=O)[O-])ccc1C(=O)Nc1cccnc1)c1ccccc1	0	-1.5	-7	-2	1	6	2	2	-2
CCCCn1c(=O)[nH]c(=O)c2c1nc(-c1cc3c(cc1Br)OCO3)n2C	3	-3.7	-15	-2	-2	19	14	22	5
COc1ccc(OC(=O)C(C)N2C(=O)c3ccccc3C2=O)cc1 (stereo unspecified)	-2	0.1	-2	0	0	9	3	-4	0
O=C(CS(=O)(=O)c1ccc(F)cc1)NCCS(=O)(=O)c1ccccc1	-14	0.9	0	-3	2	2	1	7	-4
COC(=O)c1cc(COC(=O)c2cccnc2SC)oc1C	-9	1.3	-7	-1	1	3	2	-2	-4
COc1ccc(NS(=O)(=O)c2ccc3c(c2)[C@H]2C=CC[C@H]2[C@@H](c2ccc(C(=O)O)cc2)N3)cc1	3	-0.8	0	-3	7	10	1	13	2
CC(=O)c1cc2c(cc1NC(=O)CCc1ccccc1)OCO2	-12	-0.6	-2	-4	8	-4	2	-3	9
O=C(NCCc1ccccc1)c1nccc2ccccc12	17	-1.9	0	3	-5	14	2	-1	0
O=C(O)Cc1ccc(NC(=O)Nc2ccc3c(c2)OCO3)cc1	9	0.4	7	-4	5	2	0	-4	nt
O=C1[C@H]2CCCC[C@H]2C(=O)N1CCCCN1CCN(c2nsc3ccccc23)CC1	-6	0.1	-6	-1	-3	5	5	8	6
CN(c1ccccc1)S(=O)(=O)c1cccc(NC(=O)c2ccc(=O)[nH]c2)c1	5	0.4	4	-7	5	10	3	-6	-4
Cc1ccc(CSc2[nH]c(=O)ncc2C)cc1	-1	1.2	0	-2	-3	4	0	10	2
Cc1ccc(CNS(=O)(=O)c2ccc3c(c2)C(C)(C)C(=O)N3C)cc1	-8	-1.9	-5	-1	-2	1	2	0	3
COc1ccc(S(=O)(=O)NCCc2ccccc2)c2cccnc12	5	-3.1	2	-1	5	10	0	5	1
COC(=O)C1=C(C)NC(=O)NC1c1c(O)ccc2ccccc12 (stereo unspecified)	-2	-0.7	9	5	0	0	1	-4	7
CCOc1ccccc1-n1nnnc1SCC(=O)NC(=O)Nc1ccc2c(c1)OCCO2	2	2.0	-1	2	7	-1	5	-9	-2
COc1ccc(Nc2n[nH]c(N)c2C(N)=O)cc1	-2	0.6	-1	2	11	2	0	-21	9

Continued:
SMILES	M4 antag	CRFBP-R2 agonist	CHRM5 PAM	CHRM5 agonist	CHRM4 PAM	M5 antag	M4 ag	CRFBP-R2 block	IDE inh
Cc1onc(-c2ccc(Cl)cc2Cl)c1-c1csc(N/N=C/c2ccccc2Cl)n1	4	3.7	1	-3	0	0	0	8	3
CC[C@H](C)[C@H](NC(=O)c1ccc(Cl)cc1)C(=O)OCC(=O)c1ccc2c(c1)NC(=O)CO2	18	-0.9	-3	-7	-9	0	8	12	3
Cc1ccc(C)c(NC(=O)CSc2nnc(-c3ccco3)o2)c1	8	0.3	0	1	-3	3	1	-27	1
Cc1nc2c(N)nn(C)c2nc1C	-9	1.3	-3	0	4	-2	0	0	nt
CN1CCN(c2ccc(NC(=S)NC(=O)c3cccc4c(Br)cccc34)cc2)CC1	-5	1.1	-4	-7	-3	-3	1	-28	4
CCC(C)NC(=O)c1ccc(NC(=O)CC2SC(N3CCCC3)=NC2=O)cc1 (stereo unspecified)	-14	-0.1	6	5	15	5	2	1	-4
NS(=O)(=O)c1ccc(CCNC(=O)COC(=O)C2CCC2)cc1	2	-0.6	-2	-1	-3	3	0	22	1
CCCn1c2ccccc2c2nnc(SCC(=O)OC)nc21	-2	-3.5	-1	-3	-12	1	1	6	-1
CC(C)C[C@H]1CN([C@@H](Cc2ccccc2)CN2CCCC2CN2C(=S)NC[C@@H]2Cc2ccccc2)C(=S)N1CC1CCCCC1 (stereo partly specified)	3	nt	-2	4	5	-1	0	nt	nt
CC1=NN=C(c2ccccc2)C(c2c[nH]c3ccccc23)N1O (stereo unspecified)	3	-0.6	3	0	1	-6	1	25	2
COc1cc(/C=C/C(=O)OC2CC3CCC2(C)C3(C)C)ccc1O (stereo unspecified)	-17	-0.9	-4	3	2	4	-1	-1	-1
NS(=O)(=O)c1ccc(NC(=O)C2CCCN(S(=O)(=O)c3ccc(F)cc3)C2)cc1 (stereo unspecified)	2	-0.8	5	-1	5	-5	1	1	-5

Three entries from above, with values ahead of the structure:
M4 antag	CRFBP-R2 agonist	CHRM5 PAM	CHRM5 agonist	CHRM4 PAM	M5 antag	M4 ag	CRFBP-R2 block	IDE inh	molecule
-9	1.3	-3	0	4	-2	0	0	nt	Cc1nc2c(N)nn(C)c2nc1C
-5	1.1	-4	-7	-3	-3	1	-28	4	CN1CCN(c2ccc(NC(=S)NC(=O)c3cccc4c(Br)cccc34)cc2)CC1
-14	-0.1	6	5	15	5	2	1	-4	CCC(C)NC(=O)c1ccc(NC(=O)CC2SC(N3CCCC3)=NC2=O)cc1 (stereo unspecified)

Bioassay records (PubChem BioAssay)
